Screening data deposited in PubChem BioAssay by several laboratories.
PLAP inhibition – PLAP enzyme inhibitors, biochemical, luminescence, HTS (AID 690). purified PLAP, luminescent substrate; higher % means a stronger effect. inhibition, % at 20 µM; hits with a dose series show IC50 in µM. actives 0.08% (n = 96,000); in the data active means a potency from the dose series; inactive means the rest, 99 in 100 with inhibition below about 30%; further: strong numbers were not always called active
MRP resist rev – reverses drug resistance mediated by MRP; H69AR cells + 2 uM doxorubicin, CellTiter-Glo, 72 h; differential viability (reversal), % at 10 µM; actives 0.04% (n = 85,000); AID 602;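 active means viability drop by adding the cancer drug above about 55%, with treated viability meeting a 40% cutoff, limit read from the data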;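 further: viability without doxorubicin minus viability with 2 µM doxorubicin for each compound; larger differential means the compound sensitizes cells more to doxorubicin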
IL1B NFkB inh – blocks IL-1B driven NFkB nuclear translocation in HUVEC cells. HUVEC IL-1B NFkB p65 nuclear translocation imaging. inhibition, % at 2 µM. actives 0.43% (n = 94,000);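 active means inhibition above about 30% together with a positive call from visual inspection of the well image, limit read from the data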;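 further: nuclear over cytoplasmic p65 intensity ratio measured by imaging; 0% = IL-1B stimulated DMSO wells and 100% = unstimulated DMSO wells; values of inactives mirror those of a sister screen read the other way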
NFkB transloc pot – enhances IL-1B driven NFkB nuclear translocation; HUVEC IL-1B NFkB p65 nuclear translocation imaging; AID 819; actives 0.3% (n = 94,000); activation, % at 2 µM;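 active means activation above 40%, about the mean plus 3 SD, also judged a hit on visual image review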;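 further: percent activation is computed from the nuclear over cytoplasmic p65 intensity ratio; values of inactives mirror those of a sister screen read the other way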
Bcl-B displacement – displacers of TR3 peptide from Bcl-B, primary screen, selectivity assay for Bfl-1 inhibitor project, biochemical, fluorescence polarization; one-dose displacement, % at 20 µM; IC50 in µM for titrated hits; actives 0.11% (n = 96,000); FP displacement of FITC-TR3 peptide from Bcl-B; higher % means a stronger effect;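 active means displacement above 50% at 20 µM plus a fluorescence interference ratio under 1.5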;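 further: plate controls were wells without compound for no effect and wells lacking Bcl-B protein for full effect; a part of the inactive calls stands beside numbers as strong as those of hits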
MRP resist rev cytotoxicity – recorded beside MRP resist rev, whose call it bears; viability, %; H69AR cells, CellTiter-Glo, 72 h; measured here: cytotoxicity without doxorubicin
MRP resist rev with doxorubicin – further read-out of MRP resist rev, marked with its call; viability, %; measured here: viability with 2 uM doxorubicin; hits give low values
IL1B NFkB inh cell count 2 µM – second read-out of IL1B NFkB inh, no call of its own (marks repeat the call); cell count; measured here: cells passing quality filter;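 raw number of nuclei counted in each imaged well without normalization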
NFkB transloc pot cell count 2 µM – recorded beside NFkB transloc pot, whose call it bears; cell count; measured here: cells passing quality filter
* hit, by the source's call; / = not tested or not shown. The list is partial; count on the stated rates, not on these rows.

smiles	PLAP inhibition	MRP resist rev	MRP resist rev cytotoxicity	MRP resist rev with doxorubicin	IL1B NFkB inh	IL1B NFkB inh cell count 2 µM	NFkB transloc pot	NFkB transloc pot cell count 2 µM	Bcl-B displacement
CCOc1ccccc1C(=O)n1nc(C)cc1C	-14%	8	100	92	-3	87	3	87	0%
CC1(C)CC(=O)C(C(C#Cc2ccccc2)C2=C(O)CC(C)(C)CC2=O)=C(O)C1	2%	-6	29	36	5	170	-5	170	-10%
CCN(CC)C(=O)CCCOc1ccc(Cl)cc1Cl	-22%	/	/	/	6	214	-6	214	3%
O=P(O)(COc1ccccc1)COc1ccccc1	-7%	/	/	/	-8	129	8	129	-1%
Cc1ccc(S(=O)(=O)N(CC(=O)N2CCCCCC2)c2ccccc2)cc1	-20%	19	106	87	-8	146	8	146	-7%
Cc1cc2ccccc2c(=O)n1CC(=O)N1CCN(c2cccc(Cl)c2)CC1	4%	-14	67	81	-2	165	2	165	-4%
C=CCn1c(NC(C)c2cc(Cl)ccc2O)nc2ccccc21 (configuration not stated)	-41%	1	67	66	6	63	-6	63	-6%
O=C(CNS(=O)(=O)c1cccc2nsnc12)NCc1ccc(Cl)cc1	-4%	2	93	91	/	/	/	/	-9%
O=S(=O)(NC1CCCC1)c1ccc(S(=O)(=O)N(Cc2cccs2)CC2CCCO2)cc1 (configuration not stated)	-9%	10	88	78	8	106	-8	106	21%
Brc1cc2c(cc1/C=N/Nc1nc(N3CCCC3)nc(N3CCOCC3)n1)OCO2	-28%	/	/	/	-4	119	4	119	2%

The list goes on.
smiles	PLAP inhibition	MRP resist rev	MRP resist rev cytotoxicity	MRP resist rev with doxorubicin	IL1B NFkB inh	IL1B NFkB inh cell count 2 µM	NFkB transloc pot	NFkB transloc pot cell count 2 µM	Bcl-B displacement
CCOC(=O)N1CCN(C(=O)CN(c2cc(Cl)ccc2OC)S(=O)(=O)c2ccccc2)CC1	-67%	7	93	87	0	106	0	106	-7%
COC(=O)c1cc(NC(=O)N2c3ccccc3Sc3ccccc32)cc(C(=O)OC)c1	-31%	/	/	/	8	130	-8	130	5%
Oc1ccc(Cl)cc1C(C#Cc1ccccc1)N1CCOCC1 (configuration not stated)	-25%	/	/	/	-10	96	10	96	-4%
Cc1ccc(O)c(C(=O)c2cnn(C(=O)Cc3csc(C)n3)c2)c1	-75%	-30	79	110	/	/	/	/	-1%
Cc1ccc(C)c(NC(=O)CSc2nnc(-c3ccncc3)n2N)c1	13%	7	92	85	-9	139	9	139	-2%
COC(=O)CCCC(=O)N1CCOCCN(C(=O)CCCC(=O)OC)CCOCC1	-7%	-18	89	107	-10	103	10	103	4%
O=C(COC(=O)c1cccc(S(=O)(=O)N2CCOCC2)c1)Nc1ncc(C(F)(F)F)cc1Cl	-21%	2	94	91	-31	160	31	160	0%
O=C(NCCCCCNC(=O)c1cccnc1)c1cccnc1	-15%	-11	88	98	-4	89	4	89	-5%
COc1cccc(-n2nnc3c(=O)n(CC(=O)N4CCCc5ccccc54)cnc32)c1	-6%	-2	83	85	8	108	-8	108	19%
COCCN(CCOC)C(=O)c1cc2sc3ccccc3c2s1	-49%	-5	89	94	1	114	-1	114	-2%

Fetched by structure from the entries so far (3):
smiles	PLAP inhibition	MRP resist rev	MRP resist rev cytotoxicity	MRP resist rev with doxorubicin	IL1B NFkB inh	IL1B NFkB inh cell count 2 µM	NFkB transloc pot	NFkB transloc pot cell count 2 µM	Bcl-B displacement
CCOC(=O)N1CCN(C(=O)CN(c2cc(Cl)ccc2OC)S(=O)(=O)c2ccccc2)CC1	-67%	7	93	87	0	106	0	106	-7%
O=C(COC(=O)c1cccc(S(=O)(=O)N2CCOCC2)c1)Nc1ncc(C(F)(F)F)cc1Cl	-21%	2	94	91	-31	160	31	160	0%
O=C(NCCCCCNC(=O)c1cccnc1)c1cccnc1	-15%	-11	88	98	-4	89	4	89	-5%

Carrying on.
smiles	PLAP inhibition	MRP resist rev	MRP resist rev cytotoxicity	MRP resist rev with doxorubicin	IL1B NFkB inh	IL1B NFkB inh cell count 2 µM	NFkB transloc pot	NFkB transloc pot cell count 2 µM	Bcl-B displacement
O=C(c1ccc2c(c1)OCO2)n1nnc2ccccc21	-5%	-6	68	74	2	114	-2	114	12%
C/C(=C\c1ccccc1)CN1CCN(c2cccc(Cl)c2)CC1	4%	-27	70	97	1	158	-1	158	-4%
O=C(O)c1ccc(CSc2nnc(COc3ccc(Cl)cc3Cl)o2)cc1	-14%	5	95	90	0	135	0	135	13%
N/C(=N\OC(=O)Cc1ccccc1)c1ccccn1	4%	21	103	82	2	162	-2	162	-8%
O=C(Nc1nnc(-c2ccccc2)s1)c1cccc(S(=O)(=O)N2CCOCC2)c1	/	3	86	83	18	112	-18	112	/
COC(=O)c1ccc(NC(=O)COc2ccccc2OC)cc1	21%	-9	95	105	-2	210	2	210	2%
COC(=O)c1ccc(CSc2nc3ccccc3s2)o1	-20%	-30	100	130	-8	170	8	170	2%
Fc1cccc(Cn2cc(C(=S)N3CCCCC3)c3ccccc32)c1	15%	/	/	/	6	106	-6	106	3%
COc1ccc(NS(=O)(=O)c2ccc(OCC(=O)N3CCOCC3)cc2)cc1	4%	-5	94	99	31*	83*	-31	83	1%
Cc1nc(S(=O)(=O)c2ccc(Cl)cc2)c(NCc2ccccc2)o1	19%	10	105	95	-32	198	32	198	-10%

Looked up above.
For NFkB transloc pot, Cc1nc(S(=O)(=O)c2ccc(Cl)cc2)c(NCc2ccccc2)o1 is entered as 32
For Bcl-B displacement, O=C(c1ccc2c(c1)OCO2)n1nnc2ccccc21 is entered as 12%
For IL1B NFkB inh, Fc1cccc(Cn2cc(C(=S)N3CCCCC3)c3ccccc32)c1 is entered as 6
For MRP resist rev with doxorubicin, COC(=O)c1ccc(CSc2nc3ccccc3s2)o1 is entered as 130
For NFkB transloc pot, N/C(=N\OC(=O)Cc1ccccc1)c1ccccn1 is entered as -2

More records.
smiles	PLAP inhibition	MRP resist rev	MRP resist rev cytotoxicity	MRP resist rev with doxorubicin	IL1B NFkB inh	IL1B NFkB inh cell count 2 µM	NFkB transloc pot	NFkB transloc pot cell count 2 µM	Bcl-B displacement
Cn1c(NCc2ccccc2)nc2c1c(=O)n(Cc1ccccc1)c(=O)n2C	-32%	17	81	64	8	94	-8	94	-2%
O=C(Nc1cccc(C(F)(F)F)c1)NC1CCN(S(=O)(=O)c2ccc(F)cc2)CC1	20%	4	57	53	-8	175	8	175	3%
COc1ccc(Cc2nnc(-c3ccc(F)cc3)o2)cc1OC	-6%	8	96	89	-4	63	3	63	-2%
Cn1c(=O)c2c(SCC(=O)N3CCCc4ccccc43)nc(CC(C)(C)C)nc2n(C)c1=O	/	-10	30	39	-42	174	42*	174*	/
CSC1=C(C#N)C(CC(C)C)C2=C(CCCC2=O)N1 (configuration not stated)	15%	11	98	88	-3	118	3	118	5%
CCOC(=O)C1=C(O)C(=O)N(c2ccc(S(N)(=O)=O)cc2)C1c1ccccc1 (configuration not stated)	-16%	-22	65	87	-18	119	18	119	-11%
COc1ccc(CCNC(=O)CSc2ncnc3c2oc2ccccc23)cc1OC	-67%	8	86	78	5	172	-5	172	8%
CC1CN(C(=O)CCN2C(=O)c3ccccc3C2=O)CC(C)O1 (configuration not stated)	/	2	89	87	0	90	-1	90	/
Cc1ccc(S(=O)(=O)N/N=C\C=C\c2ccccc2)cc1	-7%	/	/	/	-1	222	1	222	-1%
COCCN1C(=O)c2ccccc2C(C(=O)NCCN(C)C)C1c1ccc(F)cc1 (configuration not stated)	-34%	-1	86	87	4	118	-4	118	-10%

(further entries)
smiles	PLAP inhibition	MRP resist rev	MRP resist rev cytotoxicity	MRP resist rev with doxorubicin	IL1B NFkB inh	IL1B NFkB inh cell count 2 µM	NFkB transloc pot	NFkB transloc pot cell count 2 µM	Bcl-B displacement
O=C(CCN1C(=O)c2ccccc2C1=O)Nc1ccc(S(=O)(=O)NC2=NCCCCC2)cc1	-11%	3	94	91	-5	139	5	139	3%
CCOC(=O)C1=C(N)OC2=C(C(=O)CC(C)(C)C2)C1c1ccccc1OCC#N (configuration not stated)	2%	-9	84	94	-28	121	28	121	2%
N#Cc1c(-c2cccs2)cc(-c2ccccn2)nc1N	5%	-22	51	73	-3	122	3	122	0%
CC(=O)c1cc2c(cc1NC(=O)c1cnc(C)cn1)OCO2	16%	4	79	75	12	175	-12	175	2%
CCc1cc(=O)oc2cc(C)cc(O)c12	6%	-3	92	94	5	183	-5	183	13%
NC(=O)C1CCN(C2CC(=O)N(c3ccc(F)c(Cl)c3)C2=O)CC1 (configuration not stated)	-3%	-3	89	92	11	170	-11	170	22%
Cc1cc(NCCCn2ccnc2)n2nc(C)c(-c3ccccc3)c2n1	-58%	-24	41	65	7	75	-7	75	6%
COc1ccc(NC(=O)NC(C)c2ccncc2)cc1OC (configuration not stated)	-2%	5	94	89	6	118	-6	118	-2%
COc1ccc(NS(=O)(=O)c2ccc(NC(=S)NC(=O)C(C)C)cc2)cc1	11%	/	/	/	-4	126	3	126	-1%
O=C(c1cc2nc(-c3ccco3)cc(C(F)(F)F)n2n1)N1CCN(c2ccc(F)cc2)CC1	-35%	-25	71	96	0	144	0	144	7%

Just NFkB transloc pot (6 entries from above):
Structure,NFkB transloc pot
Cc1cc(NCCCn2ccnc2)n2nc(C)c(-c3ccccc3)c2n1,-7
CC(=O)c1cc2c(cc1NC(=O)c1cnc(C)cn1)OCO2,-12
NC(=O)C1CCN(C2CC(=O)N(c3ccc(F)c(Cl)c3)C2=O)CC1 (configuration not stated),-11
CCc1cc(=O)oc2cc(C)cc(O)c12,-5
CCOC(=O)C1=C(N)OC2=C(C(=O)CC(C)(C)C2)C1c1ccccc1OCC#N (configuration not stated),28
N#Cc1c(-c2cccs2)cc(-c2ccccn2)nc1N,3

(next part)
smiles	PLAP inhibition	MRP resist rev	MRP resist rev cytotoxicity	MRP resist rev with doxorubicin	IL1B NFkB inh	IL1B NFkB inh cell count 2 µM	NFkB transloc pot	NFkB transloc pot cell count 2 µM	Bcl-B displacement
O=C(Nc1ccccc1C(=O)N1CCNCC1)c1ccco1	/	-3	90	93	-4	142	3	142	/
CCCCn1c(SCC(N)=O)nnc1-c1cc(OC)c(OC)c(OC)c1	8%	-7	100	106	-7	82	7	82	-10%
CCn1c(SCC(=O)Nc2nc(C)c(C)s2)nnc1-c1ccco1	8%	22	103	80	-16	169	15	169	-5%
CCOC(=O)c1ccccc1NS(=O)(=O)c1ccccc1F	-1%	8	96	88	5	191	-5	191	10%
N#Cc1ccccc1OCCN1C(=O)c2ccccc2C1=O	-34%	8	97	89	-10	86	10	86	-3%
CCOC(=O)c1cccc(N2C(=O)c3ccccc3S2(=O)=O)c1	-12%	-8	86	95	-18	129	18	129	-10%
CCc1ccc(CNC(=O)C2CCCN(c3nc4ccccc4o3)C2)cc1 (configuration not stated)	13%	0	92	92	-19	200	19	200	1%
CCOC(=O)c1ccc(NC(=O)CCc2nc(-c3ccc(Cl)cc3)no2)cc1	5%	-4	24	28	-7	127	7	127	4%
